G6PDH counter: L. mesenteroides G6PDH inhibitors, counter-screen for G6PDH-coupled screening assays, biochemical, Leuconostoc mesenteroides enzyme; Purified L. mesenteroides G6PDH, diaphorase/resazurin coupled fluorescence, 45 min; glucose-6-phosphate dehydrogenase [Leuconostoc mesenteroides]; hit rate 0.12% among 200,000; inhibition, % at 5 µM
Diaphorase act: compounds boosting diaphorase resazurin reduction – biochemical, uHTS, resorufin fluorescence, counter-screen for diaphorase-coupled primary assays, primary screen; Diaphorase/resazurin coupled assay, 16 min; hits give high values; 1 = vehicle wells, 0 = NADH-free wells; activation factor at 20 µM; hit rate 0.005% among 190,000;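 active = diaphorase activity raised at least twofold by the compound at 20 µM; inactive = activation factor below 2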
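Assay system: bacterial diaphorase enzyme (C. kluyveri) / Input: enzyme 0.07 U/mL final / Medium: 50 mM HEPES pH 7.4 with 4.542 mM MgCl2, 0.005% Tween 20 / Doses: single compound dose of 20 µM, 1% DMSO final / Incubation: 16 min enzyme reaction, ambient temperature / Signal: fluorescence, excitation 544 nm and emission 590 nm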
PMI activator: activators of human PMI, primary screen, biochemical, fluorescence intensity, near-Km mannose 6-phosphate; Mannose-6-phosphate isomerase (Homo sapiens), P34949; purified human PMI, coupled resazurin fluorescence, 20 min; hits give high values; 1 = vehicle control, 0 substrate-free wells; activation factor at 20 µM; hit rate 0.005% among 190,000; AID 1214, 2008;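 active = activation factor of 2 or more at 20 µM, relative to plate controls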
Target sequence (P34949 whole entry, looked up): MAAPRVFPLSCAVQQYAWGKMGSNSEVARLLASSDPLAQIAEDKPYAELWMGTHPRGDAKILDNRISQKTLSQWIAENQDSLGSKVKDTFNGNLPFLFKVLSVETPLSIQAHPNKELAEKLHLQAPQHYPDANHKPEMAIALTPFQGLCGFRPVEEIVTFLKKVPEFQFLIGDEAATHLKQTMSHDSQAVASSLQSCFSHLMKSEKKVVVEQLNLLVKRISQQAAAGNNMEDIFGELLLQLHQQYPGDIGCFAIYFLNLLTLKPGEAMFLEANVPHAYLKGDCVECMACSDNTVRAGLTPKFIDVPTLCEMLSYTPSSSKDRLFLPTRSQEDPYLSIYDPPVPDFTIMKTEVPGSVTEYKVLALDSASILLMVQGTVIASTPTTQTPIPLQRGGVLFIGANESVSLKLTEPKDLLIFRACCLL
RAM inhibit: inhibitors of the yeast RAM network, primary screen, dse1pr::URA3 reporter, 5-FOA selection; S. cerevisiae dse1pr::URA3 reporter, 5-FOA growth OD615, 2 d; analog-sensitive cbk1-as2 kinase mutant strain; inhibition, % at 50 µM; hit rate 1.8% among 190,000;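 active = inhibition above a set limit, 3 SD over mean compound inhibition, cut at about 8.4% in these data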;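 also: 0% = DMSO-only wells with no growth and 100% = 10 µM 1-NA-PP1 full growth; inhibition rescues growth on 5-FOA so higher OD means more RAM inhibition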
Diaphorase inh: diaphorase inhibitors and chemical oxidizers, primary screen, counter-screen for diaphorase-coupled primary assays, biochemical, uHTS, resorufin fluorescence; diaphorase resazurin-to-resorufin fluorescence, NADH, 16 min; bacterial (C. kluyveri) enzyme, not human; inhibition, % at 20 µM; hit rate 0.69% among 190,000;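 active = primary screen inhibition at 20 µM above a set limit, cut at about 50% in these data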;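 also: plate controls were DMSO with full reaction for no effect and wells lacking NADH for full effect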
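Detection: fluorescence of resorufin formed from resazurin, Ex 544/Em 590 nm; test system: Clostridium kluyveri diaphorase enzyme; amount: 0.14 U/mL diaphorase, enzyme working solution; times: 16-min room-temperature incubation before reading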
S1P3 antag: S1P3 receptor antagonists, primary screen, cell-based; Sphingosine 1-phosphate receptor 3 (Homo sapiens), Q99500; CHO S1P3 NFAT-BLA reporter, FRET fluorescence, antagonist mode; inhibition, % at 4.98 µM; hit rate 0.27% among 170,000; AID 485, 2006;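 active = inhibition above the plate cutoff, the mean inhibition of test wells on that plate plus 3 SD, cut at about 28% in these data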;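 also: cells challenged with S1P at its EC80 of 0.8 µM; blue over green emission ratio from cleaved BLA substrate after 4 h stimulation; 0% = S1P-stimulated wells and 100% = unstimulated DMSO-only wells; some compounds past the cut are filed as inactive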
Target sequence (Q99500 whole entry, looked up): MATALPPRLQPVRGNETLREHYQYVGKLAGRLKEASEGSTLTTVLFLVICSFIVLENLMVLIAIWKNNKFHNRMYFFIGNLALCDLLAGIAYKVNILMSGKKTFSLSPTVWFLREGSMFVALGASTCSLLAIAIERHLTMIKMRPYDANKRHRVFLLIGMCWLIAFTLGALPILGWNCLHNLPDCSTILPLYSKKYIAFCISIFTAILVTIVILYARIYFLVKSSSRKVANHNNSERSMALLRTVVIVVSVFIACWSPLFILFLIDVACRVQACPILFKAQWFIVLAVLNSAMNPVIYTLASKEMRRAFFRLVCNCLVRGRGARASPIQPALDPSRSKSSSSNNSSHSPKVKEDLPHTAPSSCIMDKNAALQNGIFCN
Hsp70 act: Hsp70 transcriptional activators, primary screen, cell-based, HeLa, Hsp70 promoter luciferase, luminescence, 10 µM. HeLa Hsp70 promoter luciferase reporter; scaled: vehicle 0, proteasome-inhibitor control 100%. activation, % at 10 µM. hit rate 0.04% among 200,000;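 active = activation above the mean across all tested compounds plus 3 SD, cutoff set per campaign, cut at about 5.5% in these data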;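 also: 100% = MG132 at 30 µM as the positive control and 0% = DMSO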
PMI act hi M6P: human PMI activators, high substrate, primary screen, biochemical, fluorescence intensity, near-saturating mannose 6-phosphate; Mannose-6-phosphate isomerase (Homo sapiens), P34949; coupled PMI enzyme assay, resazurin fluorescence, 20 min; hits give high values; 1 = untreated enzyme, 0 = substrate-free blank; activation factor at 20 µM; hit rate 0.34% among 190,000; AID 1216, 2008;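 active = activation factor of 2 or more at 20 µM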
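Test system: Human PMI in coupled enzyme assay | Input: 15 ng/mL PMI | Medium: HEPES-buffered pH 7.4 with magnesium and detergent | Compound: One concentration, 20 µM, in 1% DMSO | Incubation: Enzyme reaction with compound 20 min at room temperature | Detection: Diaphorase-driven resazurin-to-resorufin fluorescence, excitation 544, emission 590 nm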
DTT redox prof: compounds producing H2O2 with reducing agent – biochemical, NIH compound library profiling, artefact control for MLSCN library redox annotation, primary screen. activation, % at 10 µM. hit rate 0.03% among 200,000. AID 878, 2007. DTT-dependent redox cycling H2O2, phenol red/HRP absorbance; 100% = 100 µM peroxide control, 0% = buffer;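 active = activation of at least 50% relative to the plate's high and low controls in the primary single-dose screen; inactive = activation below 50%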;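 also: compound incubated with DTT at 0.8 mM final as the reducing agent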
Lmaj promast: Leishmania major promastigote growth inhibition, primary screen. hit rate 9% among 200,000. Leishmania major promastigotes, resazurin fluorescence viability. inhibition, % at 10 µM. AID 1063, 2008;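 also: promastigotes grown with compound for 44 hours at 28 °C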
TLR4-MyD88 BLA: inhibitors of TLR4-MyD88 association in cells, primary screen, cell-based, HeLa CL3-4, BLA complementation, FRET ratio | HeLa CL3-4 TLR4/MyD88 BLA complementation | inhibition, % at 8.4 µM | Toll-like receptor 4 (Homo sapiens) + Myeloid differentiation primary response protein … | hit rate 0.18% among 200,000 | AID 861, 2007; in the data active = inhibition above about 25%;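 also: 0% = vehicle and 100% = reference inhibitor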
* hit, by the source's call; . = not tested or not shown. Rule as the data show it, unless noted: active = inhibition above about 50%; inactive = the rest. The order is random, and some 12% of all compounds hit somewhere here.

SMILES	G6PDH counter	Diaphorase act	PMI activator	RAM inhibit	Diaphorase inh	S1P3 antag	Hsp70 act	PMI act hi M6P	DTT redox prof	Lmaj promast	TLR4-MyD88 BLA
C=CCNC(=O)Nc1ccc2nc(C)sc2c1	13	0.7	0.9	0.5	28	4	-0.1	0.9	-0.8	-6	5
Cn1cc(S(=O)(=O)N2CCCC(C(=O)O)C2)cn1 (stereo unspecified)	8	1	1.1	0.3	0	-15	-0.1	1.1	-2.3	-5	-8
COCC(=O)Nc1cc(Cl)ccc1C	-5	1	1.1	0.5	0	-15	-0.2	1	-0.6	-6	-19
COc1cc(C=C2C(=O)OC(C)(C)OC2=O)ccc1OCC(=O)Nc1ccccc1	0	0.9	1	0.7	11	-8	-0.1	0.9	7.3	3	14
COc1ccc2nc(SCC(=O)/C(C#N)=C(\C)N)[nH]c2c1	-4	0.9	0.9	-0.4	5	.	-0.2	1	2.4	-1	4
O=C(Nc1ccc(Cl)cc1)c1ccc(Br)cc1F	3	0.9	0.9	2.6	5	-4	0.4	1	-0.5	7	-11
COc1ccc2oc(=O)c(C(=O)NCc3ccccn3)cc2c1	6	1.1	1	2.1	-6	.	-0.2	1	0.7	0	5
CN(C)CCOC(c1ccc(Cl)cc1)c1ccccn1 (stereo unspecified)	7	0.9	1	-1.2	7	5	0.0	1	0.0	23	3
Cc1ccc(C)c(N(CC(=O)NCCSCc2ccco2)S(C)(=O)=O)c1	16	0.8	1.1	-0.3	23	8	0.0	0.8	2.6	-5	-2
CS(=O)(=O)N(CC(=O)NCC1CCCO1)Cc1ccc(Cl)cc1 (stereo unspecified)	-1	0.8	0.8	1.3	18	-5	-0.2	0.8	1.5	-7	-7
COC(=O)Cc1ccc(NC(=S)N2CCN(c3cccc(O)c3)CC2)cc1	-2	1	0.9	2.3	5	-9	-0.4	0.8	0.2	-6	5
COc1ccc(CN(C(=O)CN2C(=O)C(C)Oc3ccccc32)C2CCCC2)c(OC)c1 (stereo unspecified)	12	1	1	2.2	2	7	0.0	1	-4.0	34	21
O=C(CSc1nc2cc(Cl)ccc2s1)NC1CCCc2ccccc21 (stereo unspecified)	-4	0.8	0.9	1.4	22	-10	-0.5	0.9	0.3	2	3
O=C(COc1ccccc1)N1CCc2ccccc2C1	-9	0.9	0.9	0.4	14	11	-0.2	0.8	2.6	-2	1
COC(=O)Nc1nnc(/C=C/c2ccccc2)s1	4	0.9	1.1	3.3	10	-15	-0.3	0.9	0.2	31	-6
Nc1nc(N2CCN(C(=O)c3ccco3)CC2)nc2ccccc12	1	0.8	1.2	1.0	16	.	0.0	1.2	-0.4	-5	-13
O=C(O)CCn1c(=O)[nH]c2ccccc2c1=O	6	1	0.9	-0.2	2	-29	-0.1	0.9	-0.9	-7	0
CCN(CC)S(=O)(=O)c1ccc(/C=C/C(=O)Nc2ccc(F)cc2F)cc1	-12	1	0.9	1.1	0	13	-0.4	1	0.1	56*	1
Cn1c(=O)cc(SCC(=O)NCCC2=CCCCC2)c2cc(Cl)ccc21	12	1	1	2.3	4	-2	-0.5	1	-0.1	2	-11
CCCCN(C)CCCNC(=O)CC1Oc2ccccc2NC1=O (stereo unspecified)	-12	1	1	1.6	-2	-32	0.4	1.1	-0.4	-5	-1
CC(C)[C@H](NC(=O)c1ccco1)C(=O)OCC(=O)N1CC(=O)Nc2ccccc21	9	1	1	2.4	4	-23	-0.2	0.9	-0.6	2	-4
Cc1cc(Cl)c(S(=O)(=O)NCc2cccnc2)cc1OCC(N)=O	-13	0.9	1	-0.5	11	-20	-0.2	1	1.3	-4	15
O=C(O)[C@H]1CCCC[C@H]1C(=O)Nc1cc([N+](=O)[O-])ccc1F	18	1.1	1.2	1.3	-11	3	-0.3	1.1	0.2	-5	-11
CCOC(=O)Cc1ccc(NS(=O)(=O)c2ccc(SC)cc2)cc1	-12	0.9	0.9	1.7	6	32	-0.3	0.9	3.2	-3	2
CC(C)C(=O)NC(NC(=S)Nc1ccc(S(N)(=O)=O)cc1)C(Cl)(Cl)Cl (stereo unspecified)	4	0.9	1	-1.1	5	-7	-0.4	1	-0.1	27	-2
CCOC(=O)c1sc(NC(=O)CCN2CCN(CC)CC2)c(C(=O)OCC)c1C	1	1	1	0.4	0	-12	-0.1	1	0.1	100*	6
C/C(CC(=O)NCc1ccco1)=N\NC(=O)Cc1ccc(Cl)cc1	-1	1	1	-0.5	-3	.	0.1	1	-4.1	-4	11
Cn1cccc1/C=C1/SC(=S)N(CC(=O)O)C1=O	9	1	1.3	1.6	-3	-2	-0.2	1.1	-1.9	-11	-9
CCS(=O)(=O)N1N=C(c2ccc(NS(C)(=O)=O)cc2)CC1c1ccccc1 (stereo unspecified)	1	0.9	1	0.9	8	6	-0.5	1.1	-0.5	-5	-12
COc1ccc(C2=NC(CO)(CO)CO2)cc1	1	1.2	1.1	-0.6	-19	-12	0.8	1	0.0	-6	-8
CCn1cc(C(=O)NCC2CCCO2)c(=O)c2cc(S(=O)(=O)N(C)C3CCCCC3)ccc21 (stereo unspecified)	-22	0.8	0.9	1.6	16	4	-0.1	0.8	-0.5	26	-8
CCOC(=O)C1CCCn2c1nc1sc3c(c1c2=O)CCCC3 (stereo unspecified)	-15	0.8	0.9	1.3	19	0	-0.2	0.9	20	1	-8
O=C(CCOc1ccccc1)Nc1ccccc1[N+](=O)[O-]	1	0.9	0.9	0.2	5	10	0.0	0.9	-1.4	3	-15
COc1ccccc1-n1cnnc1SCC(=O)c1ccc[nH]1	-9	0.8	0.9	-0.9	16	-1	-0.6	1	-1.1	-5	7
Cc1nn(-c2ccc(F)cc2)c(Cl)c1/C=C(\CCC(=O)O)c1nc2ccccc2s1	2	0.8	0.9	6.2	15	.	-0.6	0.9	-6.8	-6	-3
CCCCN1C(=O)C(O)(CC(=O)c2ccco2)c2cc(Br)ccc21 (stereo unspecified)	-10	1	1	-0.5	-2	8	0.0	1	-2.4	2	8
CCC1Sc2ccccc2N(CC(=O)NC2CC2)C1=O (stereo unspecified)	11	1.1	1.1	2.5	-6	9	0.1	1.1	-0.4	-2	-2
CC(c1ccccc1)N1C(=O)c2ccccc2C1O (stereo unspecified)	2	0.9	1	1.5	8	.	0.0	1	-3.1	-1	4
Cc1ccnc(NC(=O)CN2C(=O)c3ccccc3C2=O)c1	2	0.9	1.1	0.6	11	5	0.1	1	-0.4	-6	10
CCOC(=O)c1ccccc1NC(=O)COC(=O)C1=COCCO1	-19	0.9	1	2.9	10	.	-0.4	1	-3.3	43	7
CC(C)c1cc(=O)n2[nH]c(N)nc2n1	6	1.1	0.8	0.4	-10	-8	-0.3	0.9	-0.1	2	-6
C=CC[n+]1c(-c2ccc(Cl)cc2Cl)csc1Nc1ccc(NC(C)=O)cc1	0	0.8	1	-0.7	22	-14	-0.3	1	0.2	53*	2
Cc1c(CNC2CCCC2)c(C(=O)O)c(C)n1Cc1ccccc1	4	1	1	2.1	2	0	-0.2	1.1	0.2	7	1
CC(=O)c1ccc(N2Cc3ccccc3/C2=N\C(=O)Nc2ccc(Cl)cc2)cc1	1	1	0.9	4.7	-1	0	-0.1	1	0.2	-1	5

A draw from above in order of SMILES length, smallest number first:
SMILES	G6PDH counter	Diaphorase act	PMI activator	RAM inhibit	Diaphorase inh	S1P3 antag	Hsp70 act	PMI act hi M6P	DTT redox prof	Lmaj promast	TLR4-MyD88 BLA
CC(c1ccccc1)N1C(=O)c2ccccc2C1O (stereo unspecified)	2	0.9	1	1.5	8	.	0.0	1	-3.1	-1	4
Cc1ccnc(NC(=O)CN2C(=O)c3ccccc3C2=O)c1	2	0.9	1.1	0.6	11	5	0.1	1	-0.4	-6	10
CCOC(=O)c1ccccc1NC(=O)COC(=O)C1=COCCO1	-19	0.9	1	2.9	10	.	-0.4	1	-3.3	43	7
C=CC[n+]1c(-c2ccc(Cl)cc2Cl)csc1Nc1ccc(NC(C)=O)cc1	0	0.8	1	-0.7	22	-14	-0.3	1	0.2	53*	2
CC(=O)c1ccc(N2Cc3ccccc3/C2=N\C(=O)Nc2ccc(Cl)cc2)cc1	1	1	0.9	4.7	-1	0	-0.1	1	0.2	-1	5

Given as labelled records: part of the list above.
smiles: CC(C)c1cc(=O)n2[nH]c(N)nc2n1
  G6PDH counter: 6; Diaphorase act: 1.1; PMI activator: 0.8; RAM inhibit: 0.4; Diaphorase inh: -10; S1P3 antag: -8; Hsp70 act: -0.3; PMI act hi M6P: 0.9; DTT redox prof: -0.1; Lmaj promast: 2; TLR4-MyD88 BLA: -6
smiles: C=CC[n+]1c(-c2ccc(Cl)cc2Cl)csc1Nc1ccc(NC(C)=O)cc1
  G6PDH counter: 0; Diaphorase act: 0.8; PMI activator: 1; RAM inhibit: -0.7; Diaphorase inh: 22; S1P3 antag: -14; Hsp70 act: -0.3; PMI act hi M6P: 1; DTT redox prof: 0.2; Lmaj promast: 53*; TLR4-MyD88 BLA: 2
